# M. tuberculosis GlmU = inhibition of mycobacterial GlmU enzyme – biochemical, glucosamine-1-phosphate acetyltransferase (AID 1376) | M. tuberculosis GlmU acetyltransferase enzyme assay; higher % means a stronger effect | inhibition, %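 (tested at 30 µM in the primary screen)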, or IC50 in µM where a hit was titrated | hit rate 0.25% among 220,000; in the data active = inhibition above about 13%; inconclusive = no clear call, values can overlap the other calls;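 note: 0% = complete reaction with vehicle and 100% = reaction without substrate; strong numbers were not always called active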
# RmlCD inh 1536 = blocks M. tuberculosis RmlC and RmlD coupled enzymes; RmlC+RmlD coupled enzyme assay, percent inhibition; primary screen in compound mixtures; AID 1533; P9WH09+P9WH11; hit rate 0.03% among 160,000; inhibition, % at 3.6 µM; in the data active = inhibition mostly above about 34%, no sharp cut-off; inconclusive = no clear call, values can overlap the other calls; inactive = mostly below about 22%; note: some results filed as inactive read as strong as hits
# Target sequence (P9WH09 whole entry, looked up): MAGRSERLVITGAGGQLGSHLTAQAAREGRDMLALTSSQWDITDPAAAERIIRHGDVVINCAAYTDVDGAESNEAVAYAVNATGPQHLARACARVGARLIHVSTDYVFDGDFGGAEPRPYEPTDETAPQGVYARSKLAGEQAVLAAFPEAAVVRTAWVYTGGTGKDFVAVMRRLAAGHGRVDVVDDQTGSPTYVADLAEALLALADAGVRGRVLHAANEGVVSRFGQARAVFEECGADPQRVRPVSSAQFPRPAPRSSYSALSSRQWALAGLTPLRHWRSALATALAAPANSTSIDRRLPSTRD
# Target sequence (P9WH11 whole entry, looked up): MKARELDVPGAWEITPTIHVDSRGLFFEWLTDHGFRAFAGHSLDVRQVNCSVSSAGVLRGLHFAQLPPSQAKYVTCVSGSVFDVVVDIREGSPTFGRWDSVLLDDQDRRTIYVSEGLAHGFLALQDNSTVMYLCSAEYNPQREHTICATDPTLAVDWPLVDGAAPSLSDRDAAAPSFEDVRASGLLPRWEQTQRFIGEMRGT
# Active calls of the source: *; ? = inconclusive; nt = no result given.
SMILES,M. tuberculosis GlmU,RmlCD inh 1536
O=C(CN1CCN(C(=O)c2cccs2)CC1)Nc1ccc(Br)cc1,0.1%,9
Cc1ccc(/C(N)=N/OC(=O)Cc2cccc3ccccc23)cc1,-2.4%,-12
CC1CCC(=NNC(=O)Cc2cccn2C)CC1 (centres undefined),-2.6%,0
CCOC(=O)c1sc(NC(=O)C(C)Sc2nnc(N)s2)nc1C (centres undefined),2.2%,-4
CCCC(C)NC(=O)CSc1nnc(-c2c[nH]c3ccccc23)o1 (centres undefined),-0.5%,-1
CCOc1ccc2ccccc2c1C(=O)N1CCN(c2ccccc2)CC1,4.8%,nt
O=C(NCCN1CCN(c2ccccc2)CC1)C1CCN(S(=O)(=O)c2cccc3nonc23)CC1,-2.6%,-6
CC(=O)N(Cc1ccccc1)c1ccc(C(=O)O)cc1,-0.8%,-6
Cc1ccc(NC(=O)C(=O)N2CCCC2)cc1Cl,-0.5%,4
CC1(C)CC(=O)C(N=Nc2cccc(F)c2C#N)=C(O)C1,-0.2%,-1
Cc1cccc2c1-c1sc(C(=O)Nc3nccs3)cc1CO2,-5.8%,-2
Cc1cc(C)c(C(=O)CSc2nnc(-c3ccccc3Br)o2)cc1C,-6.1%,17
CC(=O)c1cccc(NC(=S)NCc2ccco2)c1,0.2%,-11
COC(=O)c1c(NC(=O)COC(=O)[C@@H](NS(=O)(=O)c2ccccc2)C(C)C)sc2c1CCC2,-1.5%,8
Cc1[nH][nH]c(=O)c1C=NCc1cccc(C(F)(F)F)c1,-4.1%,5
Cc1nnc(N(Cc2ccco2)C(=O)c2cccc(C#N)c2)s1,0.7%,nt
CC(C)NC(=O)Cn1c(SCC(=O)N2CCCc3ccccc32)nc2ccccc21,2.7%,nt
CCOc1ccc(N(Cc2ccccc2F)C2=NC3CS(=O)(=O)CC3S2)cc1 (centres undefined),-3.0%,-6
CCc1ccccc1NC(=O)CC1CS(=O)(=O)CC1CC(=O)Nc1ccccc1CC (centres undefined),3.6%,nt
COC(=O)c1ccc(OCc2nc(N)nc(N3CCOCC3)n2)cc1,1.0%,nt
CC(C)Cn1c(N)c(C(=O)COC(=O)CCc2nc3ccccc3s2)c(=O)n(C)c1=O,-1.4%,nt
COc1ccc(C(C)=O)cc1Cn1nc(C)c([N+](=O)[O-])c1C,-2.7%,12
CNc1nc(-c2ccc3c(c2)CCN3C(=O)c2ccccc2F)cs1,2.4%,4
Cc1cc(C)c(C#N)c(Sc2nnnn2-c2ccccc2)n1,-4.1%,3
CC(C)(C)NC(=O)c1oc2ccccc2c1COc1ccccc1,-0.1%,nt
CCCCNS(=O)(=O)c1ccc(OC)c(Cl)c1Cl,1.6%,-3
CC(C)(C)NC(=O)C(c1ccncc1)N(C(=O)C1CSC(=O)C1)c1ccccc1 (centres undefined),6.4%,1
Cc1cc(O)ccc1NC(=O)c1ccccc1,-4.3%,nt
Cc1n(CC(O)COC2CCCCC2)c2ccccc2[n+]1C (centres undefined),-0.6%,nt
Cn1c(=O)cc(OCC(=O)NC2CCCCC2)c2ccccc21,1.7%,-7
COc1cccc(/C=C/C(=O)OCC(=O)Nc2ccc(Cl)c(S(=O)(=O)N(C)C)c2)c1OC,-2.0%,-14
Cc1cccc(Nc2ncnc3c2cnn3C)c1,5.3%,8
Cc1ccc(OCC(=O)NCCC2=CCCCC2)cc1,-4.4%,-7
CC1(C)CC(=O)/C(=C(/O)Cc2ccccc2)C(=NCCc2ccccc2)C1,-5.1%,5
CC(C)N1CC2=C(C1=O)C(c1ccc(O)cc1)NC(=O)N2C (centres undefined),0.4%,-13
CCCC(c1nnnn1Cc1ccc2c(c1)OCO2)N1CCC(C(N)=O)CC1 (centres undefined),1.6%,4
Cc1cc(C(F)(F)F)cc(NNC(=O)NC(=O)c2c(F)cccc2Cl)n1,2.2%,13
COC(=O)Cc1[nH]nc2c1C(c1cccc(OC)c1OC)C(C#N)=C(N)O2 (centres undefined),1.0%,10
CC1=C(C(=O)OCc2ccccc2)C(c2ccco2)C2=C(CC(C)(C)CC2=O)N1 (centres undefined),-0.7%,-5
COc1ccccc1C(=O)NC(=S)Nc1ccc(N2CCCC2)cc1,-5.0%,nt
CCN(CCNC(=O)c1cccc(N2CCCC2=O)c1)c1ccccc1,1.3%,-8
CCCCn1c2c(c(=O)n(C)c1=O)C(CC(=O)OCC(=O)Nc1cccc(C(F)(F)F)c1)C(=O)N2 (centres undefined),4.1%,nt
COC(=O)CSc1nc(NC(C)(C)C)nc(N(C)C)n1,1.5%,-8
O=C(Oc1cccc2cccnc12)c1cccc(N2C(=O)C3C4CCC(C4)C3C2=O)c1 (centres undefined),1.8%,nt
COc1ccc(/C=N/NC(=O)c2cccnc2)cc1CN1CCc2cc(OC)c(OC)cc2C1C (centres undefined),-1.4%,8
Cc1cccc(N(C(=O)c2ccc(CN3CCOCC3)o2)C(C(=O)NC2CCCCC2)c2ccc(F)cc2)c1 (centres undefined),-1.0%,-15
C=CCNC(=S)N1CCN(CCN=Cc2c(C)[nH]n(-c3ccc([N+](=O)[O-])cc3)c2=O)CC1,1.7%,-7
COc1ccc(C)cc1NC(=O)C(Sc1nnc(-c2cccs2)o1)c1ccccc1 (centres undefined),0.7%,-6
CCOC(=O)C(C)n1cnc2c(nnn2-c2cccc(Cl)c2)c1=O (centres undefined),2.5%,-8
Nc1nonc1-c1nc2ccccc2n1CC(=O)N/N=C/c1ccc(-c2cccc(C(=O)O)c2)o1,12%,-5
CSc1sc(C)cc1/C=N/O,-1.4%,6
O=C(NNc1ccccc1Br)C(O)(c1cccc(C(F)(F)F)c1)c1cccc(C(F)(F)F)c1,3.1%,nt
Cc1cc(=O)[nH]c(NCCO)n1,4.0%,4
CCCNc1ccc(C(=O)OCC)cc1[N+](=O)[O-],6.2%,5
COc1ccccc1C(=O)Nc1nnc(-c2ccco2)s1,8.2%,-2
COc1ccc(C(=O)c2ccc(OC)c(Br)c2)cc1Br,-2.7%,nt
CCN1CC(CN(C)Cc2cn(-c3ccc(C)cc3)nc2-c2cccc(C)c2)CC1=O (centres undefined),7.7%,-5
O=C(CC(=O)c1cc(Cl)ccc1O)c1ccccc1,3.7%,nt
CC(C)C1CC(CCNCc2ccc(N(C)C)cc2)(c2ccccc2)CCO1 (centres undefined),-2.1%,-7
CC(Nc1cc(=O)n(C)c(=O)[nH]1)c1ccccc1 (centres undefined),0.3%,10

# Next section; the last seven above are carried over.
SMILES,M. tuberculosis GlmU,RmlCD inh 1536
CCCNc1ccc(C(=O)OCC)cc1[N+](=O)[O-],6.2%,5
COc1ccccc1C(=O)Nc1nnc(-c2ccco2)s1,8.2%,-2
COc1ccc(C(=O)c2ccc(OC)c(Br)c2)cc1Br,-2.7%,nt
CCN1CC(CN(C)Cc2cn(-c3ccc(C)cc3)nc2-c2cccc(C)c2)CC1=O (centres undefined),7.7%,-5
O=C(CC(=O)c1cc(Cl)ccc1O)c1ccccc1,3.7%,nt
CC(C)C1CC(CCNCc2ccc(N(C)C)cc2)(c2ccccc2)CCO1 (centres undefined),-2.1%,-7
CC(Nc1cc(=O)n(C)c(=O)[nH]1)c1ccccc1 (centres undefined),0.3%,10
N#Cc1c(SC(C(=O)O)c2ccccc2)nc2c(c1-c1cccs1)CCCC2 (centres undefined),5.9%,-7
CC(C)(C)C(=O)OC/C(N)=N/OC(=O)c1ccc(Cl)c(Cl)c1,-1.4%,6
COc1ccc(NC(=O)Nc2nnc(-c3ccccc3F)s2)cc1,1.5%,-12
COc1c(F)c(F)c(C(=O)O)c(Nc2ccccc2)c1F,-4.6%,3
O=c1[nH][nH]cc1C=Nc1ccccc1O,-0.9%,nt
O=C(COC(=O)C1COc2ccccc2O1)NC1CCS(=O)(=O)C1 (centres undefined),1.9%,nt
Cc1csc(NC(=O)c2cccn2C)n1,1.7%,-5
COc1ccc(NC(C)=O)cc1S(=O)(=O)Nc1ccc2c(c1)OCCO2,4.4%,nt
COc1ccc(NC(=S)NNC(=O)c2cccnc2)cc1OC,2.0%,-5
O=C(CCc1ccccc1)NCCCN1CCOCC1,0.8%,?
Cc1cc(C(=O)COC(=O)c2ccc(O)cc2)c(C)n1Cc1ccco1,-1.5%,2
Cc1sc2ncn(CC(=O)NCCCC(=O)N3CCC4(CC3)OCCO4)c(=O)c2c1C,3.7%,-10
Cc1nc(C)c(-c2csc(N)n2)s1,-6.8%,8
O=C(Nc1ccccc1)c1cccc(=O)o1,1.2%,nt
COc1ccc(NC(=O)Nc2sc(NS(=O)(=O)c3ccccc3)nc2C)cc1,3.2%,10
Cn1c(Cc2cccs2)nnc1SCc1nc2ccccc2[nH]1,0.6%,nt
c1ccc(CN2CCN(c3nc(-c4ccccc4)nc(-n4ccnc4)n3)CC2)cc1,1.1%,nt
CCNc1nc(NCC)nc(OCCOC(=O)Nc2ccccc2)n1,2.4%,nt
Cc1nn(Cc2ccc(C(=O)NN)cc2)c(C)c1Cl,-4.0%,nt
O=C(O)c1ccccc1C(=O)NCc1cccnc1,-2.9%,nt
Cc1nn(Cc2ccccc2)c2c1C(c1ccncc1)C(C#N)=C(N)O2 (centres undefined),5.9%,nt
CN(C(=O)Nc1cnc2ccccc2c1)c1ccccc1,-3.6%,-1
Cc1ccc(C(=O)Nc2ccc(S(=O)(=O)N3CCN(C)CC3)cc2)o1,2.3%,1
CCC(C)(C)NC(=O)C(c1ccc(F)cc1)N(Cc1cccs1)C(=O)c1cnccn1 (centres undefined),8.0%,3
CC(C)(C)C(=O)NCCc1nc2ccccc2n1CC(=O)c1ccc(Cl)cc1,2.7%,nt
Cn1cnnc1Sc1ccc(C(=O)NCCC23CC4CC(CC(C4)C2)C3)cc1[N+](=O)[O-],-5.5%,-4
CCN1CCN(C(c2cccc(OC)c2OC)c2nnnn2Cc2ccco2)CC1 (centres undefined),9.0%,7
c1ccc(-c2nc(NCC3CCCO3)c3oc4ccccc4c3n2)cc1 (centres undefined),-2.0%,nt
Cc1ccc(Nc2nc3ccccc3c(=O)[nH]2)cc1C,-3.2%,nt
CC(C)C(=O)N1CCC2(CC1)Oc1ccc(F)cc1C(=O)C21CC(c2ccc(Cl)cc2)=NO1 (centres undefined),0.2%,2
CCc1ccccc1NC(=O)Nc1ccc(F)cc1F,-0.1%,28
OCC1(Cc2ccccc2)CCCN(Cc2ccc(-c3ccco3)cc2)C1 (centres undefined),-2.5%,3
CN1CC(=O)N(CC(=O)Nc2cc(Cl)cc(Cl)c2)C1=O,-5.9%,-8
Cn1c2ccccc2c(=O)c2c(O)cccc21,-1.4%,nt
CCN1CCC(NC(=O)Nc2cccc(C(F)(F)F)c2)CC1,0.9%,nt
COc1ccc2c(c1OC)CCC2=O,-1.2%,nt
Clc1cccc(N/N=C/c2ccc(N3CCOCC3)cc2)c1,1.5%,nt
COC(=O)c1ccccc1NC(=S)NC(NC(=O)c1ccco1)C(Cl)(Cl)Cl (centres undefined),-3.3%,nt
CC1CCN(S(=O)(=O)c2ccc(C(=O)Nc3nnc(-c4ccncc4)o3)cc2)CC1,-2.9%,5
CN(C)CCOC(=O)NCC12CC3CC(CC(C3)C1)C2,-1.2%,nt
Cc1ccc(N(CC(=O)O)C2SC(=O)NC2=O)cc1 (centres undefined),2.7%,nt
COCc1cc(Sc2ccc(OC)cc2)nc(-c2ccccc2)n1,0.4%,4
O=C(Nc1nc(-c2ccccn2)cs1)C1CCCC1,0.8%,17
COc1ccc(C(=O)NNC(=O)c2ccccc2[N+](=O)[O-])cc1Br,0.5%,-8
NC(=O)NC(=O)COC(=O)c1sc2ccccc2c1Cl,2.8%,-4
OCCC1CN(Cc2ccc3cc(Cl)ccc3n2)CCN1Cc1ccsc1 (centres undefined),-3.1%,nt
O=C(/C=N/O)NCCCN1CCCCCC1,0.2%,4
C[N+]1(CCOC(=O)C2(c3ccccc3)CCCC2)CCCCC1,-0.7%,21
O=C1Cc2ccccc2N1c1ccccc1,5.4%,nt
CCOC(=O)C1=C(C)NC(C)=C(C(=O)OC)C1c1cccc(Cl)c1Cl (centres undefined),-4.4%,nt
O=C(O)c1c(Cl)c(Cl)c(Cl)c(Cl)c1C(=O)N1CCCCCC1,-3.8%,-11
CCOC(=O)c1oc2ccccc2c1NC(=O)CN1CCN(C)CC1,8.2%,7
CN(C(=O)CSc1nnc(NCc2ccccc2)s1)C1CCS(=O)(=O)C1 (centres undefined),9.4%,-3
CCOC(=O)c1cccc(NC(=O)c2c(O)[nH]c(=O)[nH]c2=O)c1,-2.0%,nt
Cc1cc2n(n1)C(c1ccc(N(C)C)cc1)Nc1ccccc1-2 (centres undefined),-1.7%,nt
O=C1CC(CCC(=O)NC2CC2)c2ccccc2N1 (centres undefined),-0.4%,2

# A different layout for 4 compounds above.
Cc1cccc(Nc2ncnc3c2cnn3C)c1
  M. tuberculosis GlmU: 5.3%
  RmlCD inh 1536: 8

Cc1ccc(OCC(=O)NCCC2=CCCCC2)cc1
  M. tuberculosis GlmU: -4.4%
  RmlCD inh 1536: -7

CC1(C)CC(=O)C(N=Nc2cccc(F)c2C#N)=C(O)C1
  M. tuberculosis GlmU: -0.2%
  RmlCD inh 1536: -1

O=C(Oc1cccc2cccnc12)c1cccc(N2C(=O)C3C4CCC(C4)C3C2=O)c1 (centres undefined)
  M. tuberculosis GlmU: 1.8%
  RmlCD inh 1536: nt

# Bioassay records as filed in PubChem BioAssay.

# Only part of the results is shown, so the mix of outcomes need not match the whole.
